# From PubChem BioAssay
# SDO1 yeast rescue: growth rescue of sdo1-depleted yeast, primary screen, S. cerevisiae, bone marrow failure model. S. cerevisiae sdo1-depleted JHY4D growth rescue, OD600 30 h; active compounds read high; pdr5 snq2 efflux-pump mutant strain. z-score at 10 µM. actives 0.21% (n = 140,000);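 active means z-score above 3 at both the 24 hr and the 30 hr optical density reads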;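 further: z-score against mean and SD of all compound wells on the same plate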
# INS promoter inh: inhibitors of insulin promoter-driven GFP, primary screen, imaging, TRM-6 cells (human fetal islet line), eGFP reporter, cell count. inhibition, % at 2 µM. reporter expression induced with tamoxifen. actives 0.9% (n = 130,000);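 active means inhibition above the mean plus 3 SD, with well images judged a real hit on visual review, cut at about 60% in these data, passing the limit was not always enough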
# SDO1 yeast rescue Rescue 24 h: recorded beside SDO1 yeast rescue, whose call it bears; z-score; S. cerevisiae sdo1-depleted JHY4D growth rescue, OD600; measured here: growth rescue at 24 h;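 0 is the plate mean of compound wells and units are plate SD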
# The depositor's hits bear a star; x = no result given; & = joins results of further samples. This is a subset; rates above refer to the full screens.
INS promoter inh,SDO1 yeast rescue,SDO1 yeast rescue Rescue 24 h,Compound
x,-2.2,-0.43,CC1CCN(C(=O)C2CCN(C(=O)c3cc4sccc4n3Cc3ccc(F)cc3)CC2)CC1
-4,0.8,0.28,COC(=O)c1cc(Br)c(=O)n(-c2nccs2)c1
x,0.47,0.65,O=c1c([N+](=O)[O-])c[nH]c2ccccc12
-29,-1,-0.47,Cc1csc2nc(CSc3ccc(Cl)cc3)cn12
x,0.19,-0.55,N#CCCn1nc(-c2ccc(Cl)cc2)cc1Nc1ccccc1NC(=O)C(F)(F)F
-52,1.6,1.4,CCN1C(=O)C(CC(=O)NCc2ccc(Cl)cc2)N(CC)C1=O (configuration not stated)
x,-0.37,-0.67,Cc1oc(-c2ccc(Cl)cc2)[n+]([O-])c1C
18,x,x,COc1cccc(CNn2cn[nH]c2=S)c1OCc1ccccc1
x,-1.3,-1.8,Cc1[nH][nH]c(=O)c1C(c1c(C)[nH][nH]c1=O)c1cn(Cc2ccc(Cl)c(Cl)c2)c2ccccc12
-54,x,x,COc1ccccc1C(=O)NNC(=O)C(=O)NC(C)(C)C
0,-1.2,-0.62,COC(=O)c1ccccc1NC1=C/C(=N\S(=O)(=O)c2cccs2)c2ccccc2C1=O
35,-0.69,-0.78,COc1cc(/C=C(\C#N)C(=O)NCC2CCCO2)c([N+](=O)[O-])cc1OC (configuration not stated)
-34,-1.5,-1.5,CCCCC(=O)/C=C/n1c(=S)oc2ccccc21
x,1.3,1.3,COc1ccc(C(=O)NCc2cn3ccsc3n2)cc1OC
x,0.24,-0.36,CCN(CC)S(=O)(=O)c1cccc(NC(=O)COc2ccc(Cl)cc2Br)c1
0,0.56,-0.11,COCC(=O)Nc1ccc(S(=O)(=O)Nc2cc(C)nc(C)n2)cc1
x,0.59,0.06,CC(C)CC(=O)Nc1cc([N+](=O)[O-])ccc1Cl
-100,-0.3,0.02,CCOC(=O)N1CCN(C(=O)c2ccc3c(c2)sc2nc(-c4ccccc4)cn23)CC1
x,-1.2,-1.1,Cc1ccc(NC(=O)C(=O)NCc2ccc(/C=C(/C#N)C(=O)NCc3cccnc3)o2)cc1C
-9,-0.66,-1.1,COc1ccc(C(NC(=O)/C=C\c2ccco2)c2ccc(OC)c(OC)c2)cc1 (configuration not stated)
7,-1.1,-0.94,CCCSc1cc(NCCOC(=O)CCC)c([N+](=O)[O-])c2nonc12
x,-0.01,-0.46,CCN1CCN(C(=O)CN(CCc2ccccc2)S(C)(=O)=O)CC1
x,-0.03,-0.35,CCc1nc(SCC(N)=O)c2c(=O)n(C)c(=O)n(C)c2n1
-80,-1,-1.8,Cc1ccc(OCC(O)Cn2c(=N)n(Cc3ccccc3)c3ccccc32)cc1 (configuration not stated)
-38,x,x,O=c1[nH]cnc(O)c1C(c1ccc2c(c1)OCO2)c1c(O)nc[nH]c1=O
37,-0.73,-0.11,CC(C)N=C(NC#N)SCc1ccccc1
30,-0.13,-0.56,CCC(C)(C)n1nnnc1C(c1ccc(N(C)C)cc1)N1CCN(C2CCCCC2)CC1 (configuration not stated)
44,1.3,1.4,COc1ccccc1-c1noc(-c2ccco2)n1
-50,0.2,-0.32,O=C(NCc1ccc2c(c1)OCO2)c1ccc2c(c1)C(=O)N(CC1CCCO1)C2=O (configuration not stated)
5,0.11,-0.46,Cc1ccc(S(=O)(=O)NCCC(=O)OCn2nnc3ccccc3c2=O)cc1

# 3 compounds already listed, ordered by their value in SDO1 yeast rescue Rescue 24 h, smallest number first:
INS promoter inh,SDO1 yeast rescue,SDO1 yeast rescue Rescue 24 h,Compound
-80,-1,-1.8,Cc1ccc(OCC(O)Cn2c(=N)n(Cc3ccccc3)c3ccccc32)cc1 (configuration not stated)
30,-0.13,-0.56,CCC(C)(C)n1nnnc1C(c1ccc(N(C)C)cc1)N1CCN(C2CCCCC2)CC1 (configuration not stated)
-50,0.2,-0.32,O=C(NCc1ccc2c(c1)OCO2)c1ccc2c(c1)C(=O)N(CC1CCCO1)C2=O (configuration not stated)

# (more compounds)
INS promoter inh,SDO1 yeast rescue,SDO1 yeast rescue Rescue 24 h,Compound
-10,-1.1,0.18,CCN(CC)c1nc(-c2ccc(Cl)cc2)cc(C(F)(F)F)c1C#N
-3,0.9,0.68,O=c1cc(CO)oc(CN2CCN(c3ccccc3)CC2)c1O
30,-0.21,-0.12,Cc1ccc(Nc2nc(=O)c3cccnc3s2)cc1
-9,-0.78,-0.75,Cc1ccc(C2C(C#N)=C(N)Oc3n[nH]c(-c4cccs4)c32)s1 (configuration not stated)
x,0.01,-0.52,COc1ccc(C)cc1NC(=O)C1CCC(CNc2c(N3CCOCC3)c(=O)c2=O)CC1 (configuration not stated)
x,-0.67,-0.58,COc1ccc(/C=C(/C(=O)c2cccs2)N2C=CC=CC2=C(C#N)C#N)cc1
x,0.87,2.4,COc1ccc(C(C(=O)NC2CCCC2)N(C(=O)c2snc(-c3ccc(F)cc3)c2N)c2cccc(F)c2)cc1 (configuration not stated)
-27,x,x,CCOC(=O)CC(=O)NC(CC(=O)OC)c1ccc(C(C)C)cc1 (configuration not stated)
17,-2.6,-1.9,O=Nc1c(O)n(Cc2ccc(Cl)cc2)c2ccccc12
8,x,x,CCNc1nc(NCc2ccccc2)nc(SCC(N)=O)n1
x,-0.89,-1.5,O=C(Nc1cccc(-c2cn3cccnc3n2)c1)c1cccs1
0,0.47,1,CC(=O)c1c(N2CCN(C)CC2)[nH]c(-c2ccccc2)nc1=S
-4,x,x,O=C(c1cccc(C(F)(F)F)c1)C1CCCN(Cc2ccc(OCCO)cc2)C1 (configuration not stated)
-55,0.34,-0.45,CCCCCCNS(=O)(=O)c1ccc(OC)c(OC)c1
21,-0.78,-0.97,CCOc1ccc(C(=O)N2CCC(C(=O)c3ccc4c(c3)OCCO4)CC2)cc1
39,1.9,2.3,COc1cc2c(cc1OC)C(c1cc3cc(OC)c(OC)cc3[nH]c1=O)N(C(=O)C1CC1)CC2 (configuration not stated)
x,1.1,0.58,COc1cc(/C=N/NC(=O)C(C)Nc2n[nH]c(=O)[nH]c2=O)ccc1O (configuration not stated)
x,1.2,1.1,O=C(Nc1nnc(-c2ccccn2)o1)c1ccc(Br)cc1
x,1,0.48,O=C(NCC1CCCO1)c1ccc(CS(=O)(=O)c2c(Cl)cccc2Cl)o1 (configuration not stated)
39,x,x,Cc1ccc(S(=O)(=O)N2CCOCC2)cc1NC(=O)CSc1n[nH]c(N)n1
33,x,x,CC(NC(=O)c1cc(=O)[nH]c2ccccc12)c1ccccc1 (configuration not stated)
-6,x,x,O=C(NCCCN1CCCC1)c1cc2c(Cl)nc3ccccc3c2s1
x,-0.34,-1.1,COC(=O)C(C)n1cnc2c(nnn2Cc2ccc(Cl)cc2)c1=O (configuration not stated)
-38,-1,-0.4,CCc1ccc(C(=O)CSc2nc3ccccc3c(=O)[nH]2)cc1
36,0.93,1.9,Cc1ccc(S(=O)(=O)N2CCN(c3cnn(-c4ccccc4)c(=O)c3Cl)CC2)cc1
x,-1.2,-1,CC(C)(C)C(=O)[C@@H]1[C@@H]2C(=O)N(c3ccc4c(c3)OCCO4)C(=O)[C@@H]2C2c3ccccc3C=CN21 (some centres not stated)
x,0.05&0.71,0.23&0.69,COC(=O)c1ccc(NC(=O)CCN2CCCCC2)cc1
-10,0.75,0.12,COc1cc(C2C(C#N)=C(N)N(Nc3ccccc3)C3=C2C(=O)CC(C)(C)C3)ccc1OCc1cccc(F)c1 (configuration not stated)
41,-1.8,-1.3,COc1ccc(N2CCN(C(=O)CSc3nnc4n3C(C)(C)Cc3ccccc3-4)CC2)cc1
24,x,x,CCOc1ccc(NC(=O)CNC(=O)c2cccs2)cc1
-8,-0.46,0.89,COc1ccc(N(C)S(=O)(=O)c2cccc(C(=O)Nc3ccc(OC)nc3)c2)cc1
0,-0.34,-0.47,CSCCC(C(=O)OCC(=O)c1ccc(C)c(C)c1)N1C(=O)c2ccccc2C1=O (configuration not stated)
35,0.57,0.51,Cc1cc(-n2ccnc2)n2c(nc3ccccc32)c1C#N
x,-0.95,0.29,CCOc1ccc(OCC)c(-c2c(=O)n(OCc3ccccc3Br)c3ccccc3[n+]2[O-])c1
-5,0.25,-0.28,CCSCCOC(=O)C1=C(C)NC2=C(C(=O)CCC2)C1c1coc2ccccc2c1=O (configuration not stated)
24,0.16,0.04,Cc1nc2nc(-c3cccnc3)[nH]n2c(=O)c1C
x,0.44,-0.13,Cc1cc(C)c(-c2noc(C(=O)OC(C)(C)C)c2C(=O)OC(C)(C)C)c(C)c1
-144,0.35,0.13,Cc1cccc(OCC(=O)OC2CCN(C)CC2)c1
-93,0.69,1.4,Cc1ccc(C(=O)CSc2nnc3c4ccccc4nc(Cc4ccccc4)n23)cc1
3,-1.4,-0.81,Cc1ccsc1/C=C/c1ccc2cccc(O)c2n1
57,0.41,-0.05,CCOc1ccc(NC(=O)C(C)SC(N)=O)cc1 (configuration not stated)
-21,2.7,3.6,Cc1ccc(C(=O)N/C(=C/c2ccc(-c3ccc(Br)cc3)o2)C(=O)NC2CCS(=O)(=O)C2)cc1 (configuration not stated)
-45,x,x,CCOC(=O)C1=C(CNC(C)(C)CC(C)(C)C)NC(=O)NC1c1cccc([N+](=O)[O-])c1 (configuration not stated)
-30,0.12,-0.35,CCOC(=O)C1CCCN(c2cc(=O)n(-c3ccccc3Cl)c(=O)[nH]2)C1 (configuration not stated)
-4,0.25,0.25,O=C(Nc1c(-c2ccccc2)nc2ccccn12)c1cccs1
x,0.25,-0.14,CCCC(=O)NC(C)c1nc2ccccc2n1C(C)C (configuration not stated)
-33,x,x,CCN1CCc2c(OCc3ccc(C(=O)OC)o3)cccc2C1=O
-103,0.3,-0.15,COc1ccc(S(=O)(=O)Nc2ccc(N(C)C(C)=O)cc2)cc1
11,0.55,0.34,CCSc1n[nH]c(=O)[nH]c1=O
14,1.2,-0.55,Cc1ccc2nc(-c3ccc4c(c3)OCCO4)cc(C(=O)O)c2c1

# One compound at a time, from the list above. Order of values: INS promoter inh | SDO1 yeast rescue | SDO1 yeast rescue Rescue 24 h
# Listed for `Cc1cc(-n2ccnc2)n2c(nc3ccccc32)c1C#N` → 35 | 0.57 | 0.51
# Listed for `CCOc1ccc(NC(=O)C(C)SC(N)=O)cc1` (configuration not stated) → 57 | 0.41 | -0.05
# Listed for `Cc1ccsc1/C=C/c1ccc2cccc(O)c2n1` → 3 | -1.4 | -0.81
# Listed for `Cc1oc(-c2ccc(Cl)cc2)[n+]([O-])c1C` → x | -0.37 | -0.67
# Listed for `COc1ccc(S(=O)(=O)Nc2ccc(N(C)C(C)=O)cc2)cc1` → -103 | 0.3 | -0.15

# More records:
INS promoter inh,SDO1 yeast rescue,SDO1 yeast rescue Rescue 24 h,Compound
-43,-0.7,-0.05,COc1ccc(Cl)cc1N(CC(=O)NC(C(C)C)C(C)C)S(C)(=O)=O
0,-1.4,-0.55,O=C(Cc1ccccc1)Nc1nc(=O)c2ccccc2s1
x,-0.08,-0.03,CCCCn1c(=O)nc2n(-c3ccc(C)cc3)c3ccccc3cc-2c1=O
-36,-0.73,-0.65,O=C(CN(Cc1ccc(F)cc1)S(=O)(=O)c1ccc(S(=O)(=O)N2CCOCC2)cc1)Nc1ccccc1
-55,-2.1,-1.2,COc1ccc(-c2cc(C(F)(F)F)nc(S(=O)(=O)CCC(=O)N3CCOCC3)n2)cc1
x,0.92,0.77,CCc1ccc(N2C(=O)CN(Cc3cc(OC)c(OC)c(OC)c3)C2=S)cc1
-57,-0.14,-0.78,CCOc1ccccc1NC(=O)N1CCC(n2nnc3cc(C)ccc32)CC1
37,-0.64,-0.5,Cc1ccccc1NC(=O)/C=C/c1cccc(C(F)(F)F)c1
48,0.62,0.94,O=C1NC(c2cn(-c3ccccc3)nc2-c2cccs2)C(C(=O)c2cccnc2)C(O)(C(F)(F)F)N1 (configuration not stated)
-62,0.73,0.25,CC1CN(C(=O)c2ccncc2)CC(C)O1 (configuration not stated)
-21,1.5,0.36,NC(=O)C1CCN(C(=O)CCCCCn2c(=O)[nH]c3ccsc3c2=O)CC1
33,0.67,1,CCn1c(SCC(=O)Nc2nc3ccccc3s2)nnc1-c1ccc(Br)cc1
-23,-0.08,-0.89,Cc1cc(NC(=O)CSc2nnc(-c3cccnc3)n2C2CCCCC2C)no1 (configuration not stated)
-11,0.39,-0.5,COc1ccc(NC(=O)CCNS(=O)(=O)c2ccc3c(c2)c(=O)n(C)c(=O)n3C)c(OC)c1
x,-0.73,-0.91,CCOC(=O)CCc1c(C)n(CC)c2cc(-c3ccccc3OC)nn2c1=O
25,-0.32,-0.1,CCOc1ccc2nc(Cl)c(C3CC(c4ccco4)=NN3S(=O)(=O)c3ccccc3)cc2c1 (configuration not stated)
-67,-0.67,-0.31,Cc1ccn(S(=O)(=O)c2ccc(C(C)(C)C)cc2)n1
27,0.41,0.36,COc1ccc(Cl)cc1NC(=O)CSc1nnc(-c2ccncc2)n1CC1CCCO1 (configuration not stated)
x,-0.55,-1.2,COCCn1nnnc1C(c1cc2c(C)cc(C)cc2[nH]c1=O)N1CCCCCC1 (configuration not stated)
x,0.08,-0.05,Cc1ccc(C(=O)N2CCN(c3ccc([N+](=O)[O-])c(N4CCOCC4)c3)CC2)cc1
13,-0.12,-0.72,CC(=O)C1=C(C)NC(=O)NC1c1ccccc1OCC(=O)NCCc1ccccc1 (configuration not stated)
48,-0.14,-0.29,O=C(Oc1cccc2cccnc12)c1ccco1
-21,-1.1,-0.82,CCN(CC)S(=O)(=O)c1cccc(C(=O)Nc2cccc(C)c2)c1
x,-0.9,-0.79,Cc1ccc(NC(=O)c2ccc(OC(F)(F)F)cc2)cc1S(=O)(=O)N(C)C
-22,-0.46,-0.67,Cc1ccccc1NC(=S)NCc1ccc2c(c1)cc(C)n2C
